NALP3 yeast inh – inhibitors of NALP3 inflammasome in yeast; Yeast reconstituted NLRP3/ASC/caspase-1, beta-gal luminescence, 24 h; inhibition, % at 10 µM; 0.39% of 330,000 active; AID 2825;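 active = inhibition of 50% or more; inactive = inhibition below 50%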;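 note: plate controls were induced DMSO wells for no effect and uninduced yeast grown without galactose for full effect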
tim10-1 inh – growth inhibitors of tim10-1 mutant yeast. inhibition, % at 20 µM. 2.2% of 330,000 active. S. cerevisiae tim10-1 ts strain growth, BacTiter-Glo, 24 h;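 active = inhibition of at least 40%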;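 note: mutant grown at 25 °C; 0% = DMSO wells with yeast and 100% = wells holding no yeast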
TIM10 inh – inhibits growth of TIM10 yeast strain | S. cerevisiae TIM10 strain growth, BacTiter-Glo luminescence, 24 h | 1.4% of 330,000 active | AID 463195 | inhibition, % at 10 µM;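 active = inhibition of 40% or more at the single tested concentration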;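 note: wild-type TIM10 isogenic control strain grown at permissive 25 °C; 0% = DMSO yeast wells and 100% = minimal medium wells without yeast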
hIAP activ – human IAP activation | P09923 | purified human IAP, CDP-Star luminescence, 30 min; stronger effect = higher value; 1 = vehicle-only enzyme, 0 = enzyme-free background | activation factor at 10 µM | 0.16% of 330,000 active | AID 2524;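 active = activation factor of the enzyme at least 2-fold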; note: the source names both 10 and 20 µM as test concentration; values of inactives mirror those of a sister screen read the other way
hIAP inh – human IAP inhibition. purified IAP, CDP-Star luminescence, 30 min. inhibition, % at 10 µM. 0.12% of 330,000 active. AID 2544;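 active = inhibition reaching a set limit with compound at 10 µM in the primary screen, cut at about 35% in these data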;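 note: plate controls were DMSO wells with enzyme for no effect and no-enzyme buffer wells for full effect; values of inactives mirror those of a sister screen read the other way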
mIAP act – increases mouse intestinal alkaline phosphatase activity | muIAP, CDP-Star luminescence, 30 min; stronger effect = higher value; 1 = vehicle-only enzyme signal, 0 = enzyme-free wells | activation factor at 10 µM | 0.24% of 330,000 active;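 active = activation factor of at least 2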; note: the source names both 10 and 20 µM as test concentration; values of inactives mirror those of a sister screen read the other way
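Assay system: mouse IAP enzyme; reagent: chemiluminescent substrate CDP-Star; dosing: test compounds delivered from DMSO solution; schedule: 30 min at room temperature; measured by: luminescence from enzymatic CDP-Star hydrolysis; controls: DMSO-only wells and no-enzyme negative control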
ATG4B inh – inhibitors of human ATG4B cysteine protease; ATG4B cleavage of LC3-PLA2, NBD-HPC fluorescence, 1 h; 0.51% of 340,000 active; Q9Y4P1; inhibition, % at 8.33 µM; in the data active = inhibition above about 40%
mIAP inh – mouse IAP inhibition. purified mouse IAP, CDP-Star luminescence, 30 min. inhibition, % at 10 µM. 0.2% of 330,000 active. AID 2806;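 active = inhibition of at least 40% at 10 µM in the primary screen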;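 note: plate controls were DMSO with enzyme for no effect and no enzyme wells for full effect; values of inactives mirror those of a sister screen read the other way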
Apaf-1 inh – human Apaf-1 inhibition; 0.71% of 330,000 active; O14727; inhibition, % at 20 µM; AID 489030; reconstituted apoptosome caspase-3 activity, DEVD-Rh110 fluorescence; active = inhibition of at least 40% at 20 µM;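 note: plate controls were DMSO wells for no effect and DEVD-CHO caspase inhibitor wells for full effect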
Target sequence (O14727 whole entry, looked up): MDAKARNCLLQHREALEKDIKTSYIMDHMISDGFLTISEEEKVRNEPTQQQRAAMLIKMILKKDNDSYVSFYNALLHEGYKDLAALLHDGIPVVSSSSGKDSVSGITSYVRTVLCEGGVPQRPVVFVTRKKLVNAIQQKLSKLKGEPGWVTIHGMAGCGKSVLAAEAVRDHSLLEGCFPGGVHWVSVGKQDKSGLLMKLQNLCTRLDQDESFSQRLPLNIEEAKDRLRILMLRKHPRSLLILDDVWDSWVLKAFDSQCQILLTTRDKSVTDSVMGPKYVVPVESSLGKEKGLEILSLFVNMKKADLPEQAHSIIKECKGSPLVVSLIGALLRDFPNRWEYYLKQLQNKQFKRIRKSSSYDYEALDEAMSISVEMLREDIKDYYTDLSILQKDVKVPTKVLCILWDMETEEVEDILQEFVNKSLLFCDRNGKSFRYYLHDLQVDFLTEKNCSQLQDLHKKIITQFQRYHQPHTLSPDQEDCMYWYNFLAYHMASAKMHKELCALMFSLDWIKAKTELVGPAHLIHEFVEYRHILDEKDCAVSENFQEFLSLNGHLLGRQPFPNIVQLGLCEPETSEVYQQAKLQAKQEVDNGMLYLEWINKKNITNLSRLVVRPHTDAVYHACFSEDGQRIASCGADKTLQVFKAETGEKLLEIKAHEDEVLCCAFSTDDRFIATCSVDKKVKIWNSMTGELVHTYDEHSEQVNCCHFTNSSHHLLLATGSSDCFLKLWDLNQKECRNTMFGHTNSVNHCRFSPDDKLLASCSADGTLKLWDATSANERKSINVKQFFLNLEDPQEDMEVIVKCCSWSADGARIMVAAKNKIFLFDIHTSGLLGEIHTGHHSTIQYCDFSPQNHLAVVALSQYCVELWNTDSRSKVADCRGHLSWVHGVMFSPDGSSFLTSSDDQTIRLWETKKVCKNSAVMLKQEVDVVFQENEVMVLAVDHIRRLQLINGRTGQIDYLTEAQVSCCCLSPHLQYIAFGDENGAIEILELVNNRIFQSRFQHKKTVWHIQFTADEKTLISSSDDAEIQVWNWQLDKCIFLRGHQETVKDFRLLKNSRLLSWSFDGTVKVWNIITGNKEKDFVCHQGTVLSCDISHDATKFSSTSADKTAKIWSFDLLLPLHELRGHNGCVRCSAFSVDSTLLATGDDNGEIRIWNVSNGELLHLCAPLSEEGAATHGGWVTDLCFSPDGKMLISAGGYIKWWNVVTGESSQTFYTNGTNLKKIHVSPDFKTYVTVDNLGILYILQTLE
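Material: reconstituted apoptosome with Apaf-1, cytochrome c, caspase-9, procaspase-3, dATP / Buffer or medium: pH 7.5 Hepes buffer with CHAPS, BSA, DTT / Also added: cytochrome c with DEVD-Rh110 / Schedule: compound with Apaf-1, dATP, procaspase-3 30 min, then 50 min reaction, room temperature / Technique: rhodamine 110 fluorescence at Ex 480/Em 540 nm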
* marks the source's active call; other numbers are inactive results; · = no result given.

SMILES	NALP3 yeast inh	tim10-1 inh	TIM10 inh	hIAP activ	hIAP inh	mIAP act	ATG4B inh	mIAP inh	Apaf-1 inh
Cc1cccc2cc(C(c3nnnn3C3CCCC3)N3CCOCC3)c(=O)[nH]c12 (centres undefined)	6	17	-6	0.97	3	0.92	-2	8	-3
Cc1ccc(NC(=O)CSc2nc3ccccc3c3nc(CCc4c(C)n[nH]c4C)nn23)cc1F	0	32	-4	1.5	-50	1.1	6	-9	15
CCOC(=O)/C=C/C(=O)OCC(=O)Nc1cccc(Cl)c1Cl	-22	25	20	1.1	-5	1.1	-9	-13	4
Cc1ccc(/C=N/n2c(C)nnc2C)cc1	-4	4	3	0.99	1	0.94	-7	6	-7
Cc1ccc(S(=O)(=O)N/N=C2/CCCCC2C2CCCCC2)cc1[N+](=O)[O-] (centres undefined)	-1	30	25	1.1	-7	0.91	10	9	14
Cc1cc2nc3s/c(=C/c4ccc(-c5ccccc5C(=O)O)o4)c(=O)n3c2cc1C	21	10	5	0.77	23	0.86	10	14	27
COc1ccc(NC(=O)c2c(C)oc3c2CCCC3)cc1	16	-1	14	0.89	11	0.91	9	9	-4
Cc1ccc(OCCN(C)C(=O)CC2C(=O)NCCN2CC(C)(C)C)cc1 (centres undefined)	15	1	16	0.95	5	0.92	14	8	4
Cc1ccc(S(=O)(=O)NCCC(=O)OCC(=O)N(Cc2ccccc2)C(C)(C)C)cc1	14	19	1	1.2	-22	1	-2	-4	13
CC(CNC(=O)c1cc(Cl)ccc1[N+](=O)[O-])NC(=O)c1cc(Cl)ccc1[N+](=O)[O-] (centres undefined)	8	0	11	1	-2	1	-11	-1	6
COc1ccc(N2C(=NC(=O)C3CCCCC3)SC3CS(=O)(=O)CC32)cc1Cl (centres undefined)	1	11	-9	0.83	17	0.92	-9	8	10
COc1ccc(CN(C)C(=O)c2cccc(C(=O)N(C)Cc3ccc(OC)cc3)c2)cc1	2	28	1	1.1	-9	0.99	3	1	14
Cc1ccc(NC(=O)Cn2nnc(C(=O)NCCc3ccccc3)c2N)cc1Cl	3	20	2	1.1	-12	0.99	-4	1	-6
Cc1ccc(NS(=O)(=O)c2ccc(CCC(=O)N3CCOCC3)cc2)cc1	24	-8	-31	1.2	-17	1.1	7	-7	14
CCc1nc(Nc2ccc(F)cc2)c2oc3ccccc3c2n1	16	32	26	0.86	14	0.97	19	3	13
COc1ccc(OC)c(S(=O)(=O)N2CCC(NC(=O)c3ccccc3)CC2)c1	13	12	-10	0.99	1	1.1	3	-7	2
CC(=O)C1=C(O)C(=O)N(c2ccc(O)cc2)C1c1ccccc1F (centres undefined)	18	-3	3	0.89	11	0.91	1	10	-2
Cc1cccc(C)c1OCc1n[nH]c(=S)n1N	29	-6	10	1	-4	1	0	-1	-2
O=c1[nH]cc(S(=O)(=O)N2CCN(c3cccc(C(F)(F)F)c3)CC2)c(=O)[nH]1	17	-2	-9	1.2	-16	1	-6	-4	-6
COc1ccc(N(C(=O)c2ccco2)C(C(=O)NC2CCCCC2)c2cccs2)cc1OC (centres undefined)	1	2	11	0.94	6	0.98	-13	2	2
COc1ccc(CN2C(=O)C(C)Nc3ncnc(N4CCN(c5ccccn5)CC4)c32)cc1 (centres undefined)	29	-2	3	0.96	4	0.86	-14	14	16
COc1ccc2nc(-c3ccc(N)cc3)[nH]c2c1	10	24	27	0.93	7	1	-8	-1	4
COc1ccc(C2/C(=C(/O)c3ccc4c(c3)CC(C)O4)C(=O)C(=O)N2CCN2CCOCC2)cc1OC (centres undefined)	3	5	4	1.1	-11	1.1	-7	-6	10
Cc1[nH]c2ccc(OCc3ccccc3)cc2c1CCN1C(=O)OC(C)(C)C1(C)O (centres undefined)	20	18	-7	0.97	3	1.1	-12	-10	12
Cc1cc(C)n2nc(SCc3cc(=O)oc4cc(O)ccc34)nc2n1	10	11	6	1	-2	0.94	·	6	-10
CC(C)OCC(O)CN1CCN(C(c2ccccc2)c2ccccc2)CC1 (centres undefined)	11	6	17	0.95	5	1	4	-3	13
O=C(C1=NN[C@@H]2C(=O)N(c3ccccc3C(F)(F)F)C(=O)[C@H]12)c1ccc2ccccc2n1	-18	12	5	1.2	-15	0.98	2	2	2
Cc1cc2oc3c(c(=O)c2cc1C)C(c1cccc(Br)c1)N(Cc1ccco1)C3=O (centres undefined)	11	0	12	1	-2	0.95	-14	5	17
Cc1oc(-c2ccccc2F)nc1CS(=O)CC(=O)NC1CCCCC1 (centres undefined)	-2	-7	-2	0.88	12	0.97	-25	3	-1
Cc1nc(-c2cccc3ccccc23)ccc1C(=O)O	7	11	7	0.94	6	0.94	-1	6	-4
CC(C)c1c(C(=O)N/N=C/c2ccc(-c3ccccc3)cc2)nnn1-c1nonc1N	-4	8	10	1	-2	0.98	-2	2	-13
COc1cc(CCC(=O)NC2(C)CCS(=O)(=O)C2)cc(OC)c1OC (centres undefined)	6	-3	8	0.92	8	0.99	-16	1	-8
COc1cccc(OCCNCc2ccccc2)c1	16	-14	-15	1.1	-6	1.1	-3	-5	-4
O=C(COC(=O)/C=C/c1ccc([N+](=O)[O-])cc1)Nc1ccc(F)cc1	7	20	7	1.1	-9	1.1	-1	-6	15
CCOc1cc(NC(=S)NC)c(OCC)cc1NC(=O)c1cccs1	9	7	-7	0.94	6	1	-4	-5	5
Cc1cccc2cc(C#N)c(NCCNS(=O)(=O)c3ccccc3)nc12	2	6	-13	0.99	1	1	-20	0	-13
Cc1ccc(CNC(=O)CCS(=O)(=O)c2ccc3c(c2)CC(C)N3C(=O)C2CC2)cc1 (centres undefined)	-2	12	-22	1	-4	0.95	-8	5	-7
Cc1cc2sc3ccc(C#CC4(O)CCCCC4)cc3c(=O)c2cc1C	4	23	12	1.1	-5	0.94	11	6	25
COC(=O)c1ccc(C)c(N(CCO)CCO)c1	10	-8	-1	0.83	17	0.91	-3	9	-14
Nc1nnc(-c2ccco2)s1	4	-9	11	0.8	20	0.4	9	60*	-8

Arranged by SMILES length (ascending): five of the compounds above
SMILES	NALP3 yeast inh	tim10-1 inh	TIM10 inh	hIAP activ	hIAP inh	mIAP act	ATG4B inh	mIAP inh	Apaf-1 inh
Cc1nc(-c2cccc3ccccc23)ccc1C(=O)O	7	11	7	0.94	6	0.94	-1	6	-4
Cc1cc2sc3ccc(C#CC4(O)CCCCC4)cc3c(=O)c2cc1C	4	23	12	1.1	-5	0.94	11	6	25
Cc1cccc2cc(C#N)c(NCCNS(=O)(=O)c3ccccc3)nc12	2	6	-13	0.99	1	1	-20	0	-13
COc1cc(CCC(=O)NC2(C)CCS(=O)(=O)C2)cc(OC)c1OC (centres undefined)	6	-3	8	0.92	8	0.99	-16	1	-8
COc1ccc(CN2C(=O)C(C)Nc3ncnc(N4CCN(c5ccccn5)CC4)c32)cc1 (centres undefined)	29	-2	3	0.96	4	0.86	-14	14	16

Following part
SMILES	NALP3 yeast inh	tim10-1 inh	TIM10 inh	hIAP activ	hIAP inh	mIAP act	ATG4B inh	mIAP inh	Apaf-1 inh
C=CCNC(=O)c1ccccc1NC(=O)Nc1ccccc1	9	-8	4	1	-2	0.93	-1	7	-2
Cc1ccc(C)c(NC(=O)CN(C)C(=O)C2CCCC2)c1	20	7	6	0.96	4	1.1	-2	-7	12
Cc1cc(C)nc(N2CCC(C(=O)NNC(=O)c3ccc(Cl)cc3)CC2)n1	-3	-5	-4	1.4	-45	0.99	0	1	-12
CN1C(=O)CC(C(=O)O)SC1=Nc1ccc(F)cc1 (centres undefined)	5	16	15	1	-3	0.98	-3	2	-23
CCOC(=O)/C=C/[C@H]1CCc2cccc(Cl)c2O1	14	-1	-10	1	-4	1	14	-4	18
CC1CCCC(C)N1C(=O)COC(=O)c1cccs1 (centres undefined)	4	-8	3	1.2	-19	0.99	4	1	-11
COc1ccc(C(=O)Nc2ccc3cn[nH]c3c2)c(OC)c1	12	-10	3	1.3	-26	0.87	3	13	5
N=c1c(C(=O)NC2CCCCC2)cc2c(=O)n3ccccc3nc2n1Cc1ccccc1	11	3	10	0.74	26	0.88	4	12	22
CCCNS(=O)(=O)c1cccc2cccnc12	0	-2	2	1.1	-7	1	-9	-4	9
CC(C)(C)OC(=O)N1CCC(Cc2cc(-c3cccc(Br)c3)no2)(C(=O)O)CC1	2	5	9	1	-3	1	0	-3	9
CCCCNC(=O)CCC(=O)Nc1ccc2nc(N3CCC(C)CC3)cc(C)c2c1	16	-1	4	0.99	1	1	-7	0	12
O=C(OC(C(=O)NCc1cccs1)c1ccccc1F)c1ccco1 (centres undefined)	8	17	-6	0.91	9	0.98	-7	2	4
COC(=O)c1ccccc1NC(=O)CSc1nc(N)cc(N)n1	6	-28	-4	0.97	3	1	-5	-4	2
Fc1ccc(-n2c(Cc3cccs3)n[nH]c2=S)cc1Cl	10	5	-5	1	-1	1	0	-3	10
CC(C)C(c1nnnn1Cc1cccs1)N1CCN(c2ccccc2)CC1 (centres undefined)	24	21	13	1.1	-6	1.2	-5	-18	25
CCOc1cc(C2C(C#N)=C(N)Oc3cc(N)ccc32)ccc1O (centres undefined)	7	13	10	0.9	10	1	4	0	-4
Cc1cccc(C(=O)NCCC(=O)NCc2ccccc2F)c1	-1	12	5	0.98	2	0.94	2	6	-2
CCN(C(=O)COC(=O)c1cc(S(=O)(=O)Nc2c(C)n(C)n(-c3ccccc3)c2=O)ccc1Cl)C1CCCCC1	1	20	10	1.1	-12	1	-7	0	12
COc1ccc(OC)c(CNS(=O)(=O)c2c(C)nc3scc(C)n3c2=O)c1	-2	-3	1	1.2	-18	1.1	-10	-8	3
O=C(COC(=O)c1ccc2c(=O)n3c(nc2c1)CCC3)NC1CCS(=O)(=O)C1 (centres undefined)	3	-10	-18	1.1	-8	0.95	3	5	-7
N/C(=N\OC(=O)Nc1ccccc1)c1ccno1	3	11	13	0.99	1	0.94	-6	6	14
CCn1c(=O)cc(OCC(=O)Nc2cccnc2)c2ccccc21	1	13	0	0.94	6	1	-6	-4	-16
O=C(NCCCN1CCc2ccccc2C1)Nc1ccc(Br)cc1	18	19	15	0.94	6	1.8	1	-78	16
Cn1c(SCC(=O)NCc2ccccc2)nnc1-c1ccc(NC(=O)CCc2ccccc2)cc1	0	1	-4	1.1	-10	1.1	3	-5	10
O=C(C1CCCN(S(=O)(=O)c2ccc(Br)s2)C1)N1CCN(c2ccccc2)CC1 (centres undefined)	21	18	0	0.84	16	1	1	-3	32
CC(CC(=O)OCC(=O)Nc1ccc2[nH]c(=O)[nH]c2c1)c1ccccc1 (centres undefined)	-3	-15	-28	1	-2	0.9	-8	10	-18
COc1cc2c(cc1OC)/C(=C/C(=O)c1ccc(C)cc1)NCC2	27	25	15	0.86	14	0.99	-15	1	15
Cn1cc(Br)c(-c2cccc(N3C(=O)CC(C)(C)CC3=O)c2)n1	7	4	7	1.1	-10	1	0	-2	0
C=CCOc1ccc(/C=C/C(=O)OCc2csc(CC(=O)Nc3ccccc3C)n2)cc1	13	-9	-11	1	-3	1.1	-16	-11	3
O=C(NC1CC2CCCC(C1)N2C(=O)Nc1ccc(F)cc1)c1ccccc1 (centres undefined)	5	-6	-11	1.3	-27	1.1	-5	-12	3
CCN1C(=O)C(CC(=O)Nc2ccc(Cl)cc2)N(NC(=O)c2ccncc2)C1=S (centres undefined)	-6	-15	16	1.1	-14	1.1	-4	-10	0

Screens: PubChem BioAssay, Sanford-Burnham Center for Chemical Genomics
